Screening data deposited in PubChem BioAssay by The Scripps Research Institute Molecular Screening Center.
CHO parental Ca – counter-screen: ATP calcium response change in parental CHO cells; parental CHO-K1, ATP-induced calcium, Fluo-8 fluorescence; inhibition, % at 5.6 µM; 330,000 tested, 0.63% active; AID 463079;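 active = inhibition above that plate's mean sample inhibition plus 3 SD, cut at about 26% in these data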;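 note: 0% = ATP-challenged DMSO wells and 100% = DMSO wells without ATP; some compounds past the cut are filed as inactive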
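Test system: parental CHO cells; detection: calcium-sensitive Fluo-8 fluorescence; evaluation: percent inhibition of calcium signal; also added: ATP as calcium-mobilizing challenge; repeats: one well per compound; control set: ATP-challenged DMSO wells low, unchallenged DMSO wells high; compound: single nominal dose of 5.6 µM per compound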
M1 ag parental – M1 agonist counterscreen hit in parental CHO-K1 cells | Fluo-8 calcium fluorescence; scaled to maximal ATP response, vehicle zero | activation, % at 3 µM | 360,000 tested, 0.48% active; in the data active = activation above about 15%;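 note: untransfected CHO-K1 host cells lacking M1 receptor as counterscreen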
CHO-K1 Ca antag – nonselective inhibitor or artifact in parental CHO-K1 cells; 360,000 tested, 0.6% active; inhibition, % at 3 µM; ATP-induced calcium, Fluo-8 fluorescence;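 active = inhibition above a per-plate cutoff, the plate's mean sample inhibition plus 3 SD, cut at about 24% in these data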;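 note: 0% = DMSO plus EC80 ATP and 100% = DMSO alone without ATP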
CHRM1 antagonist – blocks human M1 muscarinic receptor. P11229. CHO-K1 hM1, Fluo-8 calcium fluorescence, ACh EC80 antagonist. inhibition, % at 3 µM. 360,000 tested, 1.3% active. AID 588852;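 active = percent inhibition above its own plate's cutoff, namely the mean of that plate's compound wells plus 3 SD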;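 note: peak over basal fluorescence ratio during 140 s after agonist addition; 0% = ACh EC80 plus DMSO and 100% = DMSO alone without agonist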
Target sequence (P11229 whole entry, looked up): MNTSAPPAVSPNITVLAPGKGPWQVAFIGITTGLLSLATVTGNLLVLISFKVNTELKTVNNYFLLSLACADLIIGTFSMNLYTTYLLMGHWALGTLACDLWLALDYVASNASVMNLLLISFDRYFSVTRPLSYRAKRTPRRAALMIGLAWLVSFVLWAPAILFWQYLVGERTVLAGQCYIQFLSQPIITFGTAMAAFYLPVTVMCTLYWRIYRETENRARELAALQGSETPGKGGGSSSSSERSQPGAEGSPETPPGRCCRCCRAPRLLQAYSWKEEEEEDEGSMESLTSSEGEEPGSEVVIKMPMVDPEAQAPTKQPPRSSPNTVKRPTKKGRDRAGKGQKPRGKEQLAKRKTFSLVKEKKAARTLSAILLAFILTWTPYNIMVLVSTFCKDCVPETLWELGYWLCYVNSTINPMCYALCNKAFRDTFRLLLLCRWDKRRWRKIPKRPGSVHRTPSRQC
M4 ag – CHRM4 agonism in calcium assay | P08173 | 360,000 tested, 0.14% active | activation, % at 3 µM | CHO-K1 hM4/Gqi5, Fluo-8 calcium fluorescence; vehicle 0%, full acetylcholine response 100%;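 active = activation above the run mean over all test wells plus 3 SD, cut at about 32% in these data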;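 note: peak over basal fluorescence ratio per well then scaled between controls; 0% = DMSO wells and 100% = acetylcholine at EC100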
Target sequence (P08173 whole entry, looked up): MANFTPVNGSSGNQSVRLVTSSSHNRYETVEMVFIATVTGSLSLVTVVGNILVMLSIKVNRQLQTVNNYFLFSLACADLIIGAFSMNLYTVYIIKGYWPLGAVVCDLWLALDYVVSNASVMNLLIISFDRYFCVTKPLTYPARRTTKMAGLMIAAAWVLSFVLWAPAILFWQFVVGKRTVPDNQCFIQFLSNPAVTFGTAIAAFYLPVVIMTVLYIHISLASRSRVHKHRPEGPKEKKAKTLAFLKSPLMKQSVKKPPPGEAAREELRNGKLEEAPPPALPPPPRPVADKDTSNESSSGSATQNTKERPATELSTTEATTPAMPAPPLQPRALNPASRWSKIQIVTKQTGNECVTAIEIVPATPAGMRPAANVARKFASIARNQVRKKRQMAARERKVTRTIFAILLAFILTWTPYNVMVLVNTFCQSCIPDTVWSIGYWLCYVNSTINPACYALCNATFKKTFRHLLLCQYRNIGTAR
M1 PAM – human CHRM1 positive allosteric modulation; P11229; CHO-K1 hM1, Fluo-8 calcium fluorescence, ACh EC20; 0% = ACh EC20, 100% = maximal ACh; activation, % at 3 µM; 360,000 tested, 0.088% active; in the data active = activation above about 19%, passing the limit was not always enough
M1 ag – activates human CHRM1 receptor; CHO-K1 hM1, Fluo-8 calcium fluorescence, agonist mode; 0% DMSO, 100% acetylcholine EC100; activation, % at 3 µM; 360,000 tested, 0.33% active; AID 588814;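 active = activation above the run's mean compound activation plus 3 SD, cut at about 16% in these data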;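 note: peak over basal fluorescence ratio within a 140 s kinetic read after compound addition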
OXTR potentiator – human OXTR potentiation. 320,000 tested, 0.061% active. P30559. CHO-OTR cells, Fluo-8 calcium fluorescence, potentiator mode; 0% = oxytocin EC15, 100% = EC100. activation, % at 3 µM;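 active = activation above that plate's cutoff, the mean activation of tested compounds plus 3 SD, cut at about 6.6% in these data, passing the limit was not always enough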;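 note: 100% uses oxytocin at 75 nM as the full agonist control; some results filed as inactive read as strong as hits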
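Assay system: CHO-OTR cells, human receptor / Also added: oxytocin at about EC15, sub-maximal agonist stimulus / Dosing: single dose, 3.0 µM nominal final compound concentration / Incubation: 6 min pre-incubation, 100 s read / Technique: Fluo-8 calcium dye fluorescence / Read-out: % activation vs EC15 and EC100 oxytocin / Benchmarks: EC15 oxytocin low, 75 nM oxytocin high / Replicates: singlicate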
CHRM4 antagonist – antagonists of human muscarinic M4 receptor (CHRM4); CHO-hM4 cells, ACh EC80, Fluo-8 calcium fluorescence; inhibition, % at 3 µM; 360,000 tested, 0.73% active;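 active = inhibition above its plate's cutoff, the mean inhibition of sample wells plus 3 SD, cut at about 27% in these data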;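 note: 0% = acetylcholine EC80 with DMSO and 100% = DMSO without agonist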
An asterisk follows results filed as active; nt = no result given.

#1 Cc1ccc(S(=O)(=O)N2CCCCC2)cc1C(=O)OC(C)C(=O)NC1CCCCC1C (stereo not given)
#2 CCc1cc2c(=O)n(Cc3ccccc3)c(SC3CCOC3=O)nc2s1 (stereo not given)
#3 CCOC(=O)C(=O)C1=C(N2CCOCC2)/C(=C\c2cccc([N+](=O)[O-])c2)CC1
#4 CCN(CC)CCCNC(=O)c1sc2nc(-c3ccc(F)cc3)cn2c1C
#5 CCOCCOC(=O)c1ccc(-n2cnc(C)n2)nc1
#6 O=C(COC(=O)c1ccc(S(=O)(=O)Nc2ccccc2)cc1)NCCN1C(=O)CSC1=O
#7 O=C(CSc1ccccc1F)NC(=O)c1ccc(Cl)cc1
#8 Cc1ccc(CSc2nnc(C(F)(F)F)n2Cc2ccc(F)cc2)cc1

Compound	1	2	3	4	5	6	7	8
CHO parental Ca	nt	-23	-3	-8	-6	-4	-5	-15
M1 ag parental	0.1	-0.7	0.2	1.5	-0.3	0.2	1.3	0.6
CHO-K1 Ca antag	4	0	-7	-8	-7	-9	-16	-18
CHRM1 antagonist	-5	0	-9	2	-11	-6	-18	0
M4 ag	0	-1	0	0	0	0	3	3
M1 PAM	-1	-5	2	-2	7	4	4	-3
M1 ag	-2	-8	-4	-7	-5	-3	-6	-6
OXTR potentiator	nt	-9	0	-6	-7	-9	-7	-8
CHRM4 antagonist	2	3	0	1	-1	3	-5	-2

#9 COC(=O)[C@@]12CCCCN1[C@H](c1ccc(-c3ccc4c(c3)OCO4)cc1)[C@H]1C(=O)N(C)C(=O)[C@H]12
#10 CCCCC1S/C(=N/N=C/c2cccs2)NC1=O (stereo not given)
#11 CCN(CC)C(=O)CSC1=N/C(=C/c2ccco2)C(=O)N1c1ccc(OC)c(Cl)c1
#12 CCOC(=O)C1=C[C@@H](C(C)(C)C)N(S(=O)(=O)c2ccc(OC)cc2)[C@H]1c1ccccc1
#13 COC(=O)CC1C(=O)NCCN1C(=O)NC1CCCCC1 (stereo not given)
#14 O=C(CSc1nnnn1-c1ccccc1)Nc1ccc(Cl)cc1
#15 CC1(C(=O)NCCC#N)CCN1C(=O)C1(c2ccccc2)CCCC1 (stereo not given)
#16 CC1CN(CC(=O)NCc2ccc(Cl)cc2)CC(C)O1 (stereo not given)

Compound	9	10	11	12	13	14	15	16
CHO parental Ca	-24	-10	-13	nt	-13	-8	nt	1
M1 ag parental	0.5	-0.1	2.4	1.9	0.3	0.5	0.8	0.5
CHO-K1 Ca antag	-12	0	-6	4	-2	-7	-9	-6
CHRM1 antagonist	9	-15	-2	22	-12	-4	-9	-1
M4 ag	1	0	4	1	0	0	0	1
M1 PAM	-2	15	2	-11	8	5	-1	-1
M1 ag	-6	-4	-8	-5	-1	-4	0	-4
OXTR potentiator	-2	-6	-4	nt	-3	-4	nt	-1
CHRM4 antagonist	0	7	1	-3	2	-1	5	1

Single records, from the list above. Screens in order: CHO parental Ca, M1 ag parental, CHO-K1 Ca antag, CHRM1 antagonist, M4 ag, M1 PAM, M1 ag, OXTR potentiator, CHRM4 antagonist
Shown for `CC1CN(CC(=O)NCc2ccc(Cl)cc2)CC(C)O1` (stereo not given) → 1, 0.5, -6, -1, 1, -1, -4, -1, 1
Shown for `CCc1cc2c(=O)n(Cc3ccccc3)c(SC3CCOC3=O)nc2s1` (stereo not given) → -23, -0.7, 0, 0, -1, -5, -8, -9, 3

Reformatted: entries from further up.
cpd | SMILES | CHO parental Ca | M1 ag parental | CHO-K1 Ca antag | CHRM1 antagonist | M4 ag | M1 PAM | M1 ag | OXTR potentiator | CHRM4 antagonist
10 | CCCCC1S/C(=N/N=C/c2cccs2)NC1=O (stereo not given) | -10 | -0.1 | 0 | -15 | 0 | 15 | -4 | -6 | 7
11 | CCN(CC)C(=O)CSC1=N/C(=C/c2ccco2)C(=O)N1c1ccc(OC)c(Cl)c1 | -13 | 2.4 | -6 | -2 | 4 | 2 | -8 | -4 | 1

(list continues)
#17 COCCNC(=O)COCc1cc(-c2ccc3c(c2)OCO3)on1
#18 C/C(=N/NC(=O)Cc1cc(=O)[nH][nH]1)c1ccc([N+](=O)[O-])cc1
#19 COc1ccc(C(NC=O)c2cc(OC)c(OC)cc2Br)cc1OC (stereo not given)
#20 O=C(NCCCNc1ccc(C(F)(F)F)cc1[N+](=O)[O-])c1cc(F)c(F)cc1Cl
#21 CC(C)=N/N=C1/NC(=O)C(c2ccccc2)S1 (stereo not given)
#22 CCN(CC)S(=O)(=O)c1ccc(N2CCN(C)CC2)c(NC(=O)c2cc(=O)c3ccccc3o2)c1
#23 Cc1ccc(S(=O)(=O)Nc2ccc(F)c(S(=O)(=O)N3CCOCC3)c2)cc1
#24 O=C1COc2ccc(C(=O)COC(=O)c3cc(S(=O)(=O)NCc4ccccc4)ccc3O)cc2N1

Compound	17	18	19	20	21	22	23	24
CHO parental Ca	-12	-5	-6	4	nt	-21	-18	-7
M1 ag parental	2.9	0.2	0.3	4.1	1.8	0.6	3.1	9.9
CHO-K1 Ca antag	-13	-4	-10	6	-24	-10	-13	-8
CHRM1 antagonist	-6	-10	6	17	-14	3	-10	-12
M4 ag	1	0	0	6	22	3	6	1
M1 PAM	-2	12	2	-3	1	-2	3	9
M1 ag	-5	-6	-5	-2	1	2	2	-3
OXTR potentiator	1	3	-2	-8	nt	2	-5	0
CHRM4 antagonist	2	-7	3	-8	-4	3	-3	3

#25 O=C(COC(=O)c1cc(S(=O)(=O)N2CCCCC2)ccc1N1CCOCC1)NC1CCCCC1
#26 Cc1noc(C)c1NC(=O)Nc1cccc2c1O[C@H](CN(C)S(C)(=O)=O)[C@@H](C)CN([C@H](C)CO)C2=O
#27 CC(=O)Nc1ccc(C=C(C(C)=O)C(C)=O)cc1
#28 Cc1ccccc1NC(=O)Cc1nc(COC(=O)CCOc2ccccc2)cs1
#29 COc1cc(CO)cc(Br)c1OCC(=O)N1CCCCC1
#30 COc1ccc(NC(=O)CSc2nccn2Cc2ccco2)cc1
#31 CSc1nc(N2CCOCC2)nc2ccc(C)cc12
#32 NC(=O)c1c(NC(=O)CN2CCOCC2)sc2c1CCC2

Compound	25	26	27	28	29	30	31	32
CHO parental Ca	-6	1	-4	-20	-2	-1	-24	-5
M1 ag parental	-1.0	0.2	4.0	3.9	0.5	0.9	-1.0	0.8
CHO-K1 Ca antag	1	-10	8	-14	-5	-4	-17	1
CHRM1 antagonist	-34	-11	0	-5	-10	-4	-11	-50
M4 ag	-1	0	11	6	0	0	-1	3
M1 PAM	1	5	6	7	6	2	9	25*
M1 ag	-2	-3	0	-3	-6	-2	-10	18*
OXTR potentiator	-2	-3	2	2	0	-5	1	-5
CHRM4 antagonist	-4	-4	7	-2	3	-1	-5	4

#33 CCCCc1c(O)nc(N2CCN(Cc3ccccc3)CC2)[nH]c1=O
#34 CN(Cc1ccccc1)C(=O)CN(C)S(=O)(=O)c1ccc(F)cc1
#35 CCNC(=S)Nc1ccc(Cl)cc1
#36 Cc1ccc2c(c1)C1OCCC1C1N2C(=O)C2C(C(=O)O)C3C=CC21O3 (stereo not given)
#37 CCOC(=O)c1cnc2c(C)c(-c3ccccc3)[nH]n2c1=O
#38 CCOC(=O)c1ccc(CNC(=O)CSc2nc(NC(=O)c3ccccc3)c3c(C)c(C)oc3n2)cc1
#39 Nc1ccc(Oc2ccc(F)cc2)nc1
#40 CC1CCN(C(=S)NC(=O)C2CCCCC2)CC1

Compound	33	34	35	36	37	38	39	40
CHO parental Ca	-7	0	-11	0	1	-26	19	-16
M1 ag parental	0.4	-0.1	1.1	-0.2	1.5	0.2	2.8	0.2
CHO-K1 Ca antag	-4	3	2	6	0	-15	2	-8
CHRM1 antagonist	3	-1	-3	-8	4	-1	0	-21
M4 ag	0	1	2	0	-2	2	6	1
M1 PAM	5	10	-5	10	4	1	3	1
M1 ag	-7	-3	-3	2	-3	-4	0	-4
OXTR potentiator	-4	-19	-1	-3	-15	-3	0	-10
CHRM4 antagonist	2	-8	-1	-15	6	-20	13	4

#41 CCCCS(=O)(=O)/C=C\C1C2C=CC(C2)C1S(=O)(=O)CCCC (stereo not given)
#42 Cc1cc(N2CCOCC2)ncc1[N+](=O)[O-]
#43 O=C(OCn1nnc2ccccc2c1=O)c1cc(-c2ccccc2Cl)nc2ccccc12
#44 CN(CC(=O)Nc1cccc(F)c1)C(=O)/C=C/c1ccc2ccccc2n1
#45 CC1(C)CC(=O)C/C(=N\NC(=O)Cc2ccccc2)C1
#46 Cc1csc(NC(=O)CSc2ncnc3ccccc23)n1
#47 O=C(C1=C(O)/C(=C/c2ccc(O)cc2)CCC1)C(F)(F)F
#48 CCC(C)Oc1ccccc1C1CC(=O)NC2=C1C(=O)CCC2 (stereo not given)
#49 Cc1ccc(P(=O)(OCCN2CCOCC2)C(C)(C)C)o1 (stereo not given)
#50 CCCCc1ccc(Nc2ncnc3nc[nH]c23)cc1

Compound	41	42	43	44	45	46	47	48	49	50
CHO parental Ca	-11	8	-5	-4	-2	-23	4	-16	2	6
M1 ag parental	0.6	0.6	0.3	2.0	0.0	3.0	3.5	0.2	1.4	-0.2
CHO-K1 Ca antag	-13	8	-6	2	-14	-4	-4	-4	-28	-5
CHRM1 antagonist	-3	-1	-12	-5	-9	-7	-22	-20	-15	-15
M4 ag	0	2	0	1	-1	5	4	2	2	0
M1 PAM	3	7	9	3	7	4	5	8	11	6
M1 ag	-3	0	-6	-3	0	0	5	-1	-3	1
OXTR potentiator	0	-2	-12	-6	-4	-10	-6	-7	-3	-1
CHRM4 antagonist	0	4	-10	-5	-10	0	-6	-3	-5	-2
